Nrf2 inh – inhibitors of Nrf2 signaling | Potency, µM (doses to about 46 µM), for the others: at the highest dose activity change, negative = inhibition, usual class: inhibitors | AID 504444 | hit rate 2.1% among 360,000 | A549 ARE-Fluc reporter, luciferase luminescence, 18-24 h; further: potency means the concentration at half of the fitted maximal effect; on the % scale 0 is the no-effect control and ±100 the full control effect; nearly all actives have a fitted effect of over 60% in size
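Quantitative HTS in A549 cells stably bearing an antioxidant response element-firefly luciferase construct. Inhibition of Nrf2-driven transcription was scored by luminescence after 18-24 h of compound exposure at 37 °C.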
Nrf2 ARE act – activates Nrf2 signaling | Potency, µM (highest dose often 46.1 µM), inactives show top-dose activation, usual class: activators | hit rate 0.31% among 410,000 | AID 624171 | AREc32 ARE-luciferase reporter (MCF7-derived line), luminescence, 24 h; further: potency means the concentration at half of the fitted maximal effect; % of control where 0% means no effect; nearly all actives have a fitted effect of over 65% in size
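Steps: seed AREc32_Fluc cells (1000/well, 5% FBS OPTI-MEM); incubate overnight at 37 deg C; add 23 nL compound; incubate 24 hr; add Steady-Glo; hold 30 min RT; read luminescence.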
pAkt inh – blocks phosphorylation of Akt. Neuro2A IGF-stimulated pAkt S473 HTRF, 20 min; active compounds read low. activity change, % for hits at 50 µM. hit rate 0.32% among 360,000. AID 651550; in the data active means activity change below about -80%; inconclusive means mostly about -51% to -80%; further: on the % scale 0 is the no-effect control and ±100 the full control effect
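Single-point screen (50 µM final compound) in Neuro2A cells stimulated 20 min with 6 nM IGF at 37 deg C. After lysis, Ser473-phosphorylated Akt read by HTRF (ex 330 nm, em 615/665 nm) as the 665/615 ratio.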
TGFb inhibitor – blocks TGF-b signaling. HepG2 CAGA-GFP TGF-b/SMAD3 reporter, GFP fluorescence, 18 h; TGF-beta stimulated, 500 pg/mL final. Potency, µM (doses to about 46.1 µM), without a hit: at the highest dose activity, negative = inhibition, hits mostly inhibitors. hit rate 1.2% among 410,000; further: potency means the concentration at half of the fitted maximal effect; on the % scale 0 is the no-effect control and ±100 the full control effect; nearly all actives have a fitted effect of over 65% in size
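Inhibition was scored as loss of TGF-beta-induced (500 pg/mL final, 18 hours, 37 degrees C) GFP in HEPG2 cells carrying a CAGA-GFP reporter, in DMEM with 1% FBS. Well GFP was summed per cell; Activity was normalised to unstimulated and stimulated DMSO wells, then concentration-response fitting.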
S2 tox – cell viability loss in ATXN counter-screen | S2 cells (HEK-293 line with an ATXN2-luciferase reporter) viability, CellTiter-Fluor protease fluorescence, 24 h | Potency, µM (titrated, usually from 56.7 µM), actives largely listed as cytotoxic | hit rate 0.49% among 400,000 | AID 651635; further: potency means the concentration at half of the fitted maximal effect; nearly all actives have a fitted effect of over 40% in size
A549 tox – kills or reduces viability of A549 cells in Nrf2 counter-screen; Potency, µM (titrated, usually from 46 µM), for inactives: top-dose activity change, negative = cytotoxicity, actives largely listed as inhibitors; AID 504648; hit rate 0.16% among 390,000; A549 ARE-Fluc cells, CellTiter-Fluor viability, 18-24 h; further: potency means the concentration at half of the fitted maximal effect; on the % scale 0 is the no-effect control and ±100 the full control effect
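A549 ARE-Fluc cells in 5% FBS OPTI-MEM, 5000 cells/well, rested 2 h then exposed to compounds in concentration-response for 18-24 h at 37 °C. Viability by CellTiter-Fluor fluorescence (Ex 405/Em 525) after 30 min; luciferase luminescence (BugLite, 15 min, RT) read afterwards.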
Mm-Cpn inhibitor – M. maripaludis TRiC chaperonin inhibition. AID 504842. hit rate 0.031% among 330,000. Potency, µM (titrated, usually from 76.9 µM), for inactives: top-dose activity, negative = inhibition, usual class: inhibitors. purified Mm-Cpn ATPase, ADP Transcreener TR-FRET; further: potency means the concentration at half of the fitted maximal effect; on the % scale 0 is the no-effect control and ±100 the full control effect; nearly all actives have a fitted effect of over 80% in size
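Quantitative HTS used 25 nM Mm-CPN and 10 uM ATP in magnesium/KCl Tris buffer, pH 7.4, with 1 mM DTT. Hydrolysis ran 30 min at 37°C; ADP was read by HTRF.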
CCT modulator – changes cytosolic chaperonin activity. activity change, % (test concentration not listed), hits read low. purified chaperonin ATPase assay, HTRF ADP detection, 30 min. hit rate 0.3% among 360,000. AID 651819; in the data active means activity change below about -30%; further: on the % scale 0 is the no-effect control and ±100 the full control effect
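We incubate TRiC, 40 or 20 nM final, with library compounds at 76 uM and 10 uM ATP for 30 min at 37 °C. ADP formed is detected with Transcreener HTRF reagents after 30 min at room temperature.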
HepG2 tox – HepG2 cytotoxicity, counter-screen for TGF-b inhibitors; HepG2 CAGA-GFP viability, ATP luminescence, 18 h; Potency, µM (series often up to 46.1 µM), without a hit: at the top dose activity change, negative = cytotoxicity, most hits filed as cytotoxic; hit rate 0.76% among 410,000; AID 588856; further: potency means the concentration at half of the fitted maximal effect; some results filed as inactive show a strong effect at the top dose
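CellTiter-Glo luminescence gave cytotoxicity after 18 hours at 37 degrees C. The cells were HepG2 CAGA-GFP in 1% FBS DMEM, stimulated with 500 pg/mL TGF-beta after compound addition. %Activity was normalised to no-cell wells (complete cell-killing) and DMSO (no toxicity), and curves were fitted and classified.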
* = called active by the depositor; i = inactive; ? = inconclusive; nt = not tested or not shown; [ ] = dose if it differs, or a comment. Unless noted, the call rests on the fitted dose curve; in most records, active means well fitted curve in the direction sought with a large enough effect; inconclusive means small, poorly fitted or top-dose-only effect, or another doubt; inactive means no such curve, though single readings can be large; an effect the other way counts as inactive or inconclusive.

SMILES | Nrf2 ARE act | A549 tox | S2 tox | Nrf2 inh | TGFb inhibitor | CCT modulator | HepG2 tox | pAkt inh | Mm-Cpn inhibitor
COc1ccc(OC)c(NC(=O)COC(=O)CN2C(=O)NC3(CCCC3)C2=O)c1 | 0.0% | -4% | i | 4% | 0% | -1.2 | -5% | i | -23%
Cn1c2c(c(=O)n(C)c1=O)C(c1cccc(O)c1)CC(=O)N2 (configuration not stated) | -0.4% | 2% | i | 0% | 12% | nt | 4% | nt | nt
Cn1c(=O)c2c(nc(N3CCCCC3)n2CCNC2=NCCC2)n(C)c1=O | 0.0% | -6% | i | nt | -16% | 0.1 | -5% | i | 0%
CN(Cc1ccccc1)C(=O)[C@@H]1CCCN1C(=O)[C@@H]1CCCN1C(=O)c1ccc(Cl)cc1 | -0.5% | nt | i | nt | nt | 1.1 | nt | i | nt
CCC(C)[C@H](NC(=O)[C@@H]1Cc2c([nH]c3ccccc23)C2c3ccccc3C(=O)N21)C(=O)N1CCC[C@@H]1C(=O)O (some centres not stated) | 3.4% | 0% | i | ? | 9% | 0.6 | 3% | i | -3%
CCOC(=O)[C@H]1[C@H]2COc3ccc(Br)cc3[C@@H]2N2C(=O)c3ccc(Cl)cc3NC(=O)[C@@]12C | 6.9% | -2% | i | ? | ? | -0.3 | 1% | i | 2%
COc1ccc(Cn2c(SCC(=O)Nc3ccc(OC)cc3)nc3ccccc32)cc1 | 3.1% | 0% | i | nt | ? | nt | -23% | nt | nt
CCc1cccc(C)c1Nc1c(-c2cccs2)nc2ncccn12 | -1.5% | -12% | nt | 9% | ? | nt | -33% | nt | nt
NC(=O)c1nsc(C(=O)N(c2cccc(F)c2)C(C(=O)NCC2CCCO2)c2cccs2)c1N (configuration not stated) | -0.6%[9.22 µM] | -13% | i | 2% | 18% | -0.5 | -1% | i | 0%
COc1ccc(N2CCN(CC(=O)c3ccc(O)c(C)c3O)CC2)cc1 | 1.8% | 1% | i | 0% | 15% | 1.7 | -23% | i | -2%
CC[n+]1c(C)cc2c(sc3ccccc32)c1C | 0.5% | -9% | i | ? | ? | -0.9 | -17% | i | 0%
CCCc1cc(=O)oc2cc(OCC(=O)NCC3CCC(C(=O)O)CC3)ccc12 (configuration not stated) | -0.6% | 2% | i | 11% | 8% | -0.6 | 9% | i | -2%
C=Cc1ccc(Cn2c(=O)n(-c3cccc(C)c3)c(=O)c3c2c2cc(C)ccc2n3C)cc1 | -0.6% | 2% | i | 16% | 0% | nt | -12% | nt | nt
O=C(Nc1ccc(Cl)cc1)N1CCC(CN2CCCCCC2)CC1 | 0.0% | 7% | i | nt | -19% | nt | -17% | nt | nt
c1ccc(N2CCN(c3nccn4ccnc34)CC2)nc1 | 7.9% | nt | i | nt | -9% | 0.4 | -26% | i | nt
Cc1cccc(NC(=O)C2CCN(c3nccc(C)n3)CC2)c1 | 0.1% | 1% | i | 11% | -9% | -2.6 | -3% | i | -1%
COCCN1CCC(CO)C1 (configuration not stated) | 0.1% | 7% | i | 14% | -5% | -1.0 | 1% | i | nt
CCOC(=O)N1CCN(CCC(=O)Nc2cc(OC)cc(OC)c2)CC1 | 6.1% | 2% | i | 1% | -3% | -1.6 | -8% | i | -1%
CC(C)OC(=O)CSc1nnc(-c2ccc(Cl)cc2Cl)n1N | -0.9% | nt | i | -1% | -3% | 1.7 | -7% | i | 1%
Cc1ccc2c(C)c(C(=O)N3CCC(C(N)=O)(N4CCCCC4)CC3)oc2c1C | 1.1% | nt | i | nt | ? | -1.4 | -29% | i | nt
COC(=O)/C(C#N)=C/c1c(Oc2cccc(C)c2C)nc2ccccn2c1=O | -0.3% | 1% | i | 3% | 29% | 0.2 | 15% | i | -2%
COC(=O)c1cc2sccc2n1Cc1ccc(C)cc1 | -0.2% | 8% | i | -8% | -27% | 0.7 | -30% | i | -1%
CC1(C)CC(=O)C(C=NCCN2CCOCC2)=C(O)C1 | 0.0% | -5% | i | 9% | -17% | 1.3 | -42% | i | 1%
CCOC(CCNC(=O)c1cc(-c2cccs2)nc2ccccc12)OCC | 0.2% | -2% | i | 1% | -2% | -0.3 | 0% | i | -3%
COc1cccc(Cc2nc3ccccc3nc2SCC(=O)N2CCN(c3ccccc3)CC2)c1 | 0.4% | 17% | nt | nt | -2% | nt | -20% | nt | nt
CC(=O)c1c(C)[nH]c(C(=O)OCC(=O)Nc2c(C)n(C)n(-c3ccccc3)c2=O)c1C | 0.3% | 3% | i | -19% | -1% | -2.8 | -7% | i | -1%
COc1cc(C(=O)NCCNC(=O)c2cc(OC)c(C)c(OC)c2)cc(OC)c1C | -0.5% | 0% | ? | 5% | 0% | -3.4 | -21% | i | -3%
CC1=CCC(Cc2nc3ccccc3o2)C1(C)C (configuration not stated) | -0.6% | -6% | i | 11% | 3% | 1.3 | 0% | i | 0%
CCNC(=O)COC(=O)C1CCN(S(=O)(=O)c2ccc3c(c2)OCCO3)CC1 | 2.7% | 0% | i | -2% | -2% | -1.8 | 4% | i | 2%
CN(C)c1ccc(P(=O)(OC2CCCCC2)C(O)c2ccncc2)cc1 (configuration not stated) | -0.6% | -11% | i | 2% | 11% | 0.6 | 4% | i | 1%
CCOc1cc(/C=C(/NC(C)=O)C(=O)O)cc(Cl)c1OCc1cccc(Br)c1 | 0.3% | -1% | i | 6% | 0% | 3.0 | -2% | i | -2%
Cc1cccc(Cl)c1NC(=S)NCCc1ccccn1 | -0.1% | -6% | i | -16% | ? | -2.9 | 8% | i | -2%
COc1ccc(C(=O)NC(=S)Nc2cccnc2)cc1Cl | 2.0% | 4% | i | 1% | -2% | -2.5 | -9% | i | 2%
CN1CCN(C(=O)c2ccc3c(c2)N(Cc2ccc(C(F)(F)F)cc2)C(=O)c2ccccc2S3)CC1 | 0.2% | -2% | i | 4% | ? | nt | -22% | nt | nt
C/C(N)=C(/C#N)C(=O)COC(=O)Cc1coc2ccc3ccccc3c12 | 2.4% | 3% | i | 31% | 7% | 0.6 | 9% | i | -4%
CCN(C(=O)CSc1nnc(-c2cc3occc3n2C)n1-c1ccccc1C)c1ccccc1 | -0.5% | 8% | nt | ? | 10% | nt | 4% | nt | nt
C/C(=N\Oc1cccc(F)n1)c1ccc(Cl)cc1Cl | 3.3% | -4% | i | -10% | 3% | -1.3 | -23% | i | 1%
Fc1ccc(-n2nnc(-c3ccccc3Cl)n2)cc1 | -0.1% | 0% | i | -19% | 27% | -2.9 | 0% | i | 0%
O=C(CCS(=O)(=O)Cc1ccccc1F)NCCCN1CCCCC1 | -0.9% | -1% | i | -7% | 6% | -3.0 | 2% | i | -4%
COc1ccc(-n2c(SCC(=O)Nc3cc(C)cc(C)c3)nc3c(oc4ccccc43)c2=O)cc1 | -0.3% | -1% | ? | -1% | ? | nt | -12% | nt | nt
COc1ccc(-c2csc(-n3cccn3)n2)cc1 | 11% | 0% | i | ? | 18% | -2.9 | -1% | i | 0%
CC1(C(=O)Nc2cccc3ccccc23)CCN1C(=O)Cc1ccc(Cl)cc1Cl (configuration not stated) | 6.7% | nt | i | nt | ? | 0.8 | -14% | i | nt
Cc1ccc(S(=O)(=O)N2CCC(C(=O)NNC(=O)c3ccccc3)CC2)cc1 | -0.5% | 2% | i | -6% | -2% | -1.6 | -16% | i | 1%
CCCc1nccn1S(=O)(=O)c1cc(OC)ccc1OC | -0.6% | -3% | i | ? | ? | -2.8 | -19% | i | 0%
O=C(NCCN1CCCCC1)c1ccc(/C=N/O)nc1 | 0.1% | -9% | i | 8% | 9% | -1.2 | -3% | i | -1%
CCc1ccc(OCC(=O)Nc2nnc(C3CCCC3)s2)cc1 | -0.4% | -2% | i | 12% | 16% | 0.2 | 12% | i | 1%
Cn1c(CNC(=O)c2ccco2)nnc1SCC(=O)Nc1ccc(Cl)cc1 | 5.4% | 9% | i | ? | -2% | 2.6 | -7% | i | 2%
O=C(Nc1cc2c3c(c1)CC(=O)N3CCC2)c1ccc(F)cc1 | 6.9% | 1% | i | 12% | -9% | 0.6 | -1% | i | -1%
COc1cc(/C=C2\CC/C(=C\c3ccc(OCCO)c(OC)c3)C2=O)ccc1OCCO | ? | -1% | i | -4% | 0% | -0.3 | 2% | i | -2%
O=C(CNCC1CCCO1)Nc1ccc(N2CCCCCC2)cc1 (configuration not stated) | -0.3% | 2% | i | 2% | -2% | -1.4 | -1% | i | -3%
CC(C)NC(=O)c1ccc(-c2cccc(C(F)(F)F)c2)o1 | 0.5% | -6% | i | 1% | ? | 3.6 | 3% | i | 0%
Cc1nc2ccc(OC(=O)c3ccccc3)cc2s1 | 3.3% | 7% | i | -4% | -7% | 0.7 | -10% | i | 3%
Cc1c(C)c2c(OCC(=O)Nc3cccnc3)cc3c(c2oc1=O)CCC(C)(C)O3 | -1.0% | 1% | i | 2% | 3% | -1.8 | -1% | i | -4%

4 entries out of the list, sorted by number of heavy atoms, low to high:
SMILES | Nrf2 ARE act | A549 tox | S2 tox | Nrf2 inh | TGFb inhibitor | CCT modulator | HepG2 tox | pAkt inh | Mm-Cpn inhibitor
O=C(CNCC1CCCO1)Nc1ccc(N2CCCCCC2)cc1 (configuration not stated) | -0.3% | 2% | i | 2% | -2% | -1.4 | -1% | i | -3%
C/C(N)=C(/C#N)C(=O)COC(=O)Cc1coc2ccc3ccccc3c12 | 2.4% | 3% | i | 31% | 7% | 0.6 | 9% | i | -4%
CC1(C(=O)Nc2cccc3ccccc23)CCN1C(=O)Cc1ccc(Cl)cc1Cl (configuration not stated) | 6.7% | nt | i | nt | ? | 0.8 | -14% | i | nt
CC(=O)c1c(C)[nH]c(C(=O)OCC(=O)Nc2c(C)n(C)n(-c3ccccc3)c2=O)c1C | 0.3% | 3% | i | -19% | -1% | -2.8 | -7% | i | -1%

Compound activity as filed in PubChem.
